Assay outcomes (PubChem BioAssay)
FUS yeast rescue: qHTS for Suppressors of FUS Proteinopathy: Primary screen using FUS-linked yeast assay. S. cerevisiae FUS-expressing, growth rescue, OD600, 24 h. actives 0.24% (n = 390,000). Potency, µM (titrated, usually from 76.6 µM), for the others: top-dose growth rescue (activation), actives largely listed as activators;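 note: plate controls were DMSO vehicle for no effect and reference control for full effect; nearly all actives have a fitted effect of over 55% in size; some results filed as inactive show a strong effect at the top dose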
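Restored growth of FUS-toxic S. cerevisiae, read as 600 nm absorbance after 24 h at 30C in galactose medium (starting OD 0.005). Controls CP55940 and DMSO.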
Abeta yeast res: qHTS for compounds that reverse cellular toxicity of Amyloid beta (A-beta) peptide in yeast: Primary Screen; yeast expressing A-beta42, growth rescue, OD600, 48 h; response scale: 0% DMSO, 100% iron-clioquinol control; Potency, µM (doses to about 46.1 µM), without a hit: top-dose growth rescue, most hits filed as activators; actives 0.063% (n = 410,000); AID 1347071, 2019; note: nearly all actives have a fitted effect of over 55% in size
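Growth rescue measured by 600 nm absorbance after 48 h yeast culture at 30 C with compound. Values normalized between DMSO and an equimolar ferric chloride plus clioquinol control.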
* hit, by the source's call; u = inconclusive; [ ] = another dose, or the depositor's remark. Calls come from the whole dose curve; as a rule, active = well fitted activation curve with a large enough effect; inconclusive = small, poorly fitted or top-dose-only effect; inactive = no such curve, though single readings can be large or run the other way. Potency is the fitted concentration of half-maximal effect. The list is partial, so the mix of outcomes need not match the whole.

SMILES	FUS yeast rescue	Abeta yeast res
CCC(C)NC(=O)c1sc2nc(C)c(C(=O)Nc3ccc(C)cc3C)c(-c3ccc(Br)cc3)c2c1N (centres undefined)	38.3%	3.3%
COc1ccc(C(=O)NCCn2cc(SCc3ccc(C(F)(F)F)cc3)c3ccccc32)cc1OC	u	-6.9%
COc1cc(Nc2nc(-c3ccc(OC)c(OC)c3)nc3ccccc23)cc(OC)c1	30.8%	-83.6%[inhibitor]
COc1cccc(CNC(=O)CN(c2ccc(C)cc2)S(=O)(=O)N(C)C)c1OC	-6.3%	3.0%
CCSc1nnc2c(n1)OC(c1ccc(C)cc1)N(C(C)=O)c1ccccc1-2 (centres undefined)	0.7%	-7.3%
Cc1ccc(Oc2nc3c(c(=O)n(Cc4ccccc4)c(=O)n3C)n2C)cc1C	4.2%	-0.8%
CCC1CCCCN1Cc1c(O)ccc2c(=O)c(Oc3ccccc3Cl)c(C(F)(F)F)oc12 (centres undefined)	41.8%	8.3%
CCOCCCNC(=O)C1CCN(C(=O)c2cc3sccc3n2C)CC1	-4.0%	-0.6%
COc1cccc(CNC(=O)Cn2nc(N3CCN(c4ccccc4OC)CC3)ccc2=O)c1	25.5%	-19.8%
Cc1ccc(CN2C(=O)c3ccccc3S(=O)(=O)c3ccc(C(=O)OCC4CCCO4)cc32)cc1 (centres undefined)	33.5%	-6.0%
CCOC(=O)C1CCCN(CCC(=O)Nc2ccc(OC)cc2OC)C1 (centres undefined)	-12.7%	-17.6%
COC(=O)c1ccccc1NC(=O)CSc1nc2ccccc2nc1Cc1ccc(F)cc1	-3.9%	-4.4%

Compounds shown so far with a halogen (four):
SMILES	FUS yeast rescue	Abeta yeast res
CCC(C)NC(=O)c1sc2nc(C)c(C(=O)Nc3ccc(C)cc3C)c(-c3ccc(Br)cc3)c2c1N (centres undefined)	38.3%	3.3%
COc1ccc(C(=O)NCCn2cc(SCc3ccc(C(F)(F)F)cc3)c3ccccc32)cc1OC	u	-6.9%
CCC1CCCCN1Cc1c(O)ccc2c(=O)c(Oc3ccccc3Cl)c(C(F)(F)F)oc12 (centres undefined)	41.8%	8.3%
COC(=O)c1ccccc1NC(=O)CSc1nc2ccccc2nc1Cc1ccc(F)cc1	-3.9%	-4.4%

Going on with the list:
SMILES	FUS yeast rescue	Abeta yeast res
Cn1c(=O)n(C)c2cc(CNCc3ccccc3Cl)ccc21	-22.4%	-8.3%
CCOc1cc(C2CC(=O)Nc3c2c(C)nn3-c2nc(C)cc(C)n2)ccc1O (centres undefined)	10.2%	-17.8%
CC(C)Cc1nn2c(=O)cc(COC(=O)CNC(=O)c3ccc(C(C)(C)C)cc3)nc2s1	u	-11.5%
Cc1ccc(-c2csc(=Nc3ccccc3)n2Cc2ccc3c(c2)OCO3)cc1C	8.7%	-16.0%
COc1ccc(NC(=O)CCCS(=O)(=O)c2nc(-c3ccc(OC)c(OC)c3)cc(C(F)(F)F)n2)cc1OC	22.6%	-8.7%
COc1ccc(-c2nsc(NC(=O)c3cccc(OC)c3)n2)cc1	-2.4%	-5.7%
Cc1ccc2c(c1)NC(=O)C(CC(=O)Nc1cc(Cl)ccc1C)O2 (centres undefined)	-1.3%	-10.6%
COC(=O)c1ccc(NC(=O)c2cc3cc4ccc(OC)c(Cl)c4nc3s2)cc1	-17.1%	-6.9%
CCC(Cc1ccccc1)NC(=O)c1cccc(Nc2nc3ccccc3nc2-n2nc(C)cc2C)c1 (centres undefined)	-11.5%	-6.1%
Cc1ccc(NC(=O)C2(c3cccs3)CCOCC2)cc1Cl	9.0%	15.6%
Cc1ccc(-c2csc(/C(C#N)=C/c3ccccc3Cl)n2)cc1	-2.3%	2.1%
CCCC(=O)Nc1nc2c(s1)CC(C(C)(C)C)CC2 (centres undefined)	u	25.9%
O=C(NCc1cccc(F)c1)c1ccc(CN2CC(=O)N3CCCCC3C2=O)cc1 (centres undefined)	10.1%	-15.0%
Cc1ccc(-c2onc(C)c2C)cc1S(=O)(=O)N1CCC(C)CC1	u	-4.6%
Cc1ccc(-c2nc3scc(CCNS(=O)(=O)c4ccc(C)c(C)c4)n3n2)cc1	-0.9%	-9.2%
COc1ccc(-c2cc3ccc(O)c(CN4CCOCC4)c3oc2=O)cc1	1.4%	-8.6%
Cc1ccc(C(c2cccc(Br)c2)c2c(C)[nH]c3ccccc23)s1 (centres undefined)	5.0%	-3.7%
Cc1ccc(C)c(N(C)C(=O)c2cn(C)c(=O)c3ccccc23)c1	12.5%	-17.4%
Cc1ccc(NC(=O)c2cc(S(=O)(=O)N3CCc4ccccc43)cn2C)c(Cl)c1	u	-5.8%
COc1ccc(CCNC(=O)CSc2nnnn2-c2cccc(C(C)=O)c2)cc1OC	9.3%	8.3%
O=C(NCC(c1ccc2c(c1)OCO2)N1CCN(c2ccccc2)CC1)C(=O)Nc1ccccc1F (centres undefined)	-12.3%	-8.2%
Cc1c(-c2nsc(NC(=O)c3ccc(Cl)cc3)n2)nnn1-c1ccc(C(C)C)cc1	-29.1%	-2.1%
COc1ccc(Br)c2c1-c1nc(NC(=O)c3ccccc3SC)sc1C2	31.6%	-11.8%
CCCn1c(CN2CCN(c3ccc(OC)cc3)CC2)nc2c1c(=O)[nH]c(=O)n2C	-15.5%	-11.7%
COc1ccc(Nc2ncc3c(n2)CCN(Cc2cc(Br)cs2)C3)c(OC)c1	-7.3%	-6.6%
Cc1ccc(C)c(NC(=O)Cn2cc(S(=O)(=O)c3ccc(F)cc3)c(=O)c3cc(F)ccc32)c1	-21.6%	-2.7%
CCn1c(=O)n(CC)c2cc(N3CCCC3)c(NC(=O)Nc3cc(C)cc(C)c3)cc21	8.3%	-14.3%
COc1ccc(C(=O)Nc2nc3c(s2)CCc2cc(OC)ccc2-3)cc1	u	-27.0%
CC(=O)c1ccc(NC(=O)CSc2ccc3nnc(CCNS(=O)(=O)c4ccc(C)cc4)n3n2)cc1	23.6%	-2.6%
Cn1ncc2c(Nc3cccc(C#N)c3)ncnc21	-4.6%	-10.0%
Cc1ccc(CNC(=O)C(=O)NCC(c2ccc3c(c2)OCO3)N2CCOCC2)cc1 (centres undefined)	-2.7%	4.7%
O=C(CN1C(=O)C(c2ccc(F)cc2)=NC12CCCCCC2)Nc1ccccc1Cl	26.1%	u
COc1ccc(-n2nc(C(=O)N(C)c3cc(C)ccc3C)c3c4ccccc4n(C)c3c2=O)cc1Cl	-23.9%	-11.7%
COc1ccc(OC)c(CNC(=O)c2ccc3c(c2)c(C)c(C)n3C)c1	u	-1.6%
CCOc1ccc(C(=O)c2cn(CC(=O)Nc3ccc(F)cc3)c3cc4c(cc3c2=O)OCCO4)cc1	-11.7%	-6.2%
O=C(Nc1ccc(S(=O)(=O)Nc2ncccn2)cc1)c1cc(=O)c2ccccc2o1	-11.9%	5.0%
CN(C(=O)CSc1nnc(-c2ccccc2F)o1)C1CCCCC1	-11.8%	-17.1%
COc1cc(O)ccc1-c1nc2ccc(Br)cn2c1Nc1ccccc1C	1.9%	-16.2%
COc1ccc(N2CCN(C(CNC(=O)c3c(F)cccc3F)c3ccc4c(c3)OCO4)CC2)cc1 (centres undefined)	7.5%	4.8%
CN(C)c1ccc(CNC(=O)C2CCCN(S(=O)(=O)c3ccc4c(c3)oc(=O)n4C)C2)cc1 (centres undefined)	-31.0%	-2.9%
NC(=O)c1c(NC(=O)CS(=O)(=O)c2ccc(Cl)cc2)sc2c1CCCC2	u	-22.5%
O=C(Nc1ccccc1C(F)(F)F)C1CCN(S(=O)(=O)c2ccccc2)CC1	-5.9%	-7.2%
Cc1cc(C)n(C(C)CC(=O)NCc2ccccc2C)n1 (centres undefined)	-7.2%	-11.4%
Cc1ccc2c(c1)c1c(c(=O)n(-c3cccc(Cl)c3)c(=O)n1CC(=O)NCC1CCCO1)n2C (centres undefined)	3.5%	-2.4%
Cc1ccccc1NC(=O)CSc1nc2ccc(NC(=O)COc3ccccc3F)cc2s1	31.4%	-11.9%
COc1ccccc1CNc1ccc(-c2nc(-c3ccncc3)no2)cc1[N+](=O)[O-]	2.9%	-21.4%
Cc1cccc(NC(=O)C2CCN(S(=O)(=O)c3c(C)noc3/C=C/c3ccco3)CC2)c1	29.6%	7.7%
CCOc1ccc(NC(=O)CSc2cn(CCNC(=O)c3ccccc3F)c3ccccc23)cc1	17.9%	-9.9%
CCc1ccc(CNC(=O)CCCN2C(=O)CCn3nc(-c4cccn4C)cc32)cc1	17.5%	-3.3%
O=C(NC1CCCC1)c1ccc(CSc2nc3cccnc3n2Cc2cccc(F)c2)cc1	-4.7%	-5.2%
O=C(NCCc1ccccc1)c1ccc(CSc2nc3ccncc3n2Cc2ccc(F)cc2)cc1	36.0%	-8.4%
O=C(CCCn1c2ccccc2c(=O)c2ccccc21)Nc1ccc(F)cc1Cl	8.7%	-20.2%
CCCC(=O)Nc1cc2nn(-c3ccc(OC)cc3)nc2cc1C	14.4%	-14.9%
Cc1c(C(=O)N2CCCCCC2)c(S(=O)(=O)NCc2ccc(Br)cc2)c(C)n1C	31.7%	-11.3%
O=C(NCc1ccc2c(c1)CCN2C(=O)c1ccccc1)c1cc2ccccc2[nH]1	6.2%	-14.1%
CCS(=O)(=O)c1oc(-c2ccc(F)cc2)nc1S(=O)(=O)c1ccccc1	-11.5%	-21.0%
Cc1nc(C)c(-c2ccc(SCC(=O)Nc3ccc(F)c(F)c3)nn2)s1	19.6%	-7.6%
CCOC(=O)C1CCN(C(=O)Cn2nc(C)n3c(cc4c(OC)cccc43)c2=O)CC1	4.8%	-24.3%
CCOc1ccc(-c2oc3ccccc3c(=O)c2O)cc1OCC	-5.0%	-55.5%[inhibitor]
CC1=C(c2ccc(C)c(C)c2)S(=O)(=O)N=C1N1CCN(c2cccc(C(F)(F)F)c2)CC1	-24.3%	-9.6%

(cont.)
SMILES	FUS yeast rescue	Abeta yeast res
CCCCCn1c(=N)c(S(=O)(=O)c2ccccc2)cc2c(=O)n3ccccc3nc21	-17.7%	-15.8%
COc1cc(OC)cc(C(=O)Nc2cccc(-c3cn4cccnc4n3)c2)c1	6.1%	-13.4%
CC(=O)N1CCCc2cc(S(=O)(=O)N3CCC(C(=O)Nc4ccc(C)cc4Cl)CC3)ccc21	-8.7%	-6.0%
CN(Cc1ccccc1)c1ccc2cc(S(=O)(=O)N3CCCCC3)ccc2n1	-12.3%	17.1%
O=C(Nc1cccc(Cl)c1)N1Cc2ccccc2Oc2ncccc21	-16.8%	-6.4%
Cc1cc(C)cc(NC(c2cccc(Cl)c2)c2nnc(-c3ccccc3)o2)c1 (centres undefined)	u	6.1%
CCOCCn1ccc2c(OCC(=O)Nc3ccc(C(N)=O)cc3)cccc2c1=O	26.8%	-8.0%
CCn1cc(C(=O)NCCc2ccc(Cl)cc2)c(=O)c2cc(S(=O)(=O)N(C)C3CCCCC3)ccc21	-19.6%	16.2%
CC(C)Cn1c(=O)c2ccccc2n2c(CCC(=O)N3CCN(c4cccc(Cl)c4)CC3)nnc12	u	-1.4%
CCOc1ccc(C2C(=O)N(C3CCCCCC3)CC(=O)N2Cc2ccc(F)cc2)cc1OC (centres undefined)	13.8%	-8.4%
O=C(COCc1cc(-c2cccs2)on1)NCc1ccc(Cl)cc1	-10.4%	2.0%
O=C(Cc1ccc(-c2ccccc2)cc1)NCCS(=O)(=O)N1CCN(c2ccc(F)cc2)CC1	8.1%	4.2%

A different layout for part of the listing above.
structure,FUS yeast rescue,Abeta yeast res
CC(=O)N1CCCc2cc(S(=O)(=O)N3CCC(C(=O)Nc4ccc(C)cc4Cl)CC3)ccc21,-8.7%,-6.0%
CN(Cc1ccccc1)c1ccc2cc(S(=O)(=O)N3CCCCC3)ccc2n1,-12.3%,17.1%

Continued.
SMILES	FUS yeast rescue	Abeta yeast res
COCCn1c(SCC(=O)c2ccc(C)cc2C)nc2cc(C(=O)NC3CCCC3)ccc2c1=O	5.8%	-10.8%
COc1ccc(CCNS(=O)(=O)c2cc(-c3cc(C)no3)ccc2C)cc1OC	19.7%	6.6%
CCOC(=O)c1[nH]c(C)c(CCC(=O)N2CCN(c3ccc(OC)cc3)CC2)c1C	0.9%	-4.1%
CCN(CC)c1ccc(C(=O)NCc2ccc3c(c2)CCN3C(=O)c2ccc(F)cc2)cc1	0.6%	6.4%
CCN(c1cc(C)cc(C)c1)S(=O)(=O)c1nnc(NC(=O)c2cccs2)s1	6.3%	-0.9%
Cc1c(C(=O)N(Cc2cccc(F)c2)C2CCS(=O)(=O)C2)oc2cc(Br)ccc12 (centres undefined)	20.5%	25.5%
Cc1ccc(CNC(=O)c2c[nH]c3ccc(S(=O)(=O)N4CCOCC4)cc3c2=O)cc1	-18.8%	-14.8%
Cc1ccc(CNC(=O)CCc2c(C)nn(-c3ccc(N4CCCC4)nn3)c2C)cc1	10.2%	-9.6%
COc1ccc(-c2cc3ccc(O)c(CN4CCCC4)c3oc2=O)cc1OC	5.7%	-5.3%
COC(=O)c1cc2oc(C)cc2n1Cc1ccc(C)cc1	-4.4%	1.6%
CCOc1ccc(NC(=O)Cn2ccn(-c3ccc(F)c(F)c3)c(=O)c2=O)cc1	1.8%	-10.6%
CCOc1ccc(CCNC(=O)C2CCN(c3ncnc4c3nc3n4CCCCC3)CC2)cc1	23.9%	-18.6%
COC(=O)c1ccc(Cl)cc1NC(=O)N(C)CCc1c(C)nn(C)c1C	13.1%	-12.3%
COc1ccc(Cl)cc1NC(=O)c1cc2c(s1)-c1ccccc1OC2	-7.0%	-8.4%
COC(=O)CN1C(=O)C(O)(CC(=O)c2ccc(F)cc2)c2ccccc21 (centres undefined)	-1.4%	-1.0%
